# Screens deposited in PubChem by several laboratories.
# FAS TE block: FAS thioesterase (human) inhibition | P49327 | recombinant FAS-TE, OMFH fluorogenic substrate, fluorescence endpoint | inhibition, % at 15 µM | 360,000 compounds, 0.67% hits | AID 602261;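 active means compounds whose normalised, plate-corrected inhibition of enzyme fluorescence in the single-dose primary screen is 50% or more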;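 further: 0% = DMSO with enzyme and 100% = substrate without enzyme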
# MT1-MMP act inh: MT1-MMP (human) activation inhibition; P50281; HT1080 RFP-PRO-GFP cells, GFP/RFP ratio fluorescence, overnight; percent of plate control window, DMSO zero; GFP/RFP ratio change, % at 20 µM; 360,000 compounds, 0.061% hits; AID 651647;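 active means GFP/RFP ratio change of at least 30% with cell ATP level not reduced by more than half and red fluorescence within 50% of control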; further: strong numbers were not always called active
#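 Material – HT1080 RFP-PRO-GFP cells · Control set – DMSO wells and RFP-L50D-GFP cells · Incubation – overnight cell settling, then overnight compound exposure, 37 °C, 5% CO2 · Compound dosing – single-point 20 µM compound, 1% DMSO · Read-out – GFP/RFP fluorescence ratio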
# E coli Lon inh: inhibits E. coli Lon protease; P0A9M0; purified E. coli Lon protease, fluorescence polarization; inhibition, % at 7.94 µM; 360,000 compounds, 0.42% hits; AID 602123; in the data active means inhibition above about 13%, passing the limit was not always enough;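 further: 0% = enzyme with probe and DMSO and 100% = no enzyme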
# Target sequence (P0A9M0 whole entry, looked up): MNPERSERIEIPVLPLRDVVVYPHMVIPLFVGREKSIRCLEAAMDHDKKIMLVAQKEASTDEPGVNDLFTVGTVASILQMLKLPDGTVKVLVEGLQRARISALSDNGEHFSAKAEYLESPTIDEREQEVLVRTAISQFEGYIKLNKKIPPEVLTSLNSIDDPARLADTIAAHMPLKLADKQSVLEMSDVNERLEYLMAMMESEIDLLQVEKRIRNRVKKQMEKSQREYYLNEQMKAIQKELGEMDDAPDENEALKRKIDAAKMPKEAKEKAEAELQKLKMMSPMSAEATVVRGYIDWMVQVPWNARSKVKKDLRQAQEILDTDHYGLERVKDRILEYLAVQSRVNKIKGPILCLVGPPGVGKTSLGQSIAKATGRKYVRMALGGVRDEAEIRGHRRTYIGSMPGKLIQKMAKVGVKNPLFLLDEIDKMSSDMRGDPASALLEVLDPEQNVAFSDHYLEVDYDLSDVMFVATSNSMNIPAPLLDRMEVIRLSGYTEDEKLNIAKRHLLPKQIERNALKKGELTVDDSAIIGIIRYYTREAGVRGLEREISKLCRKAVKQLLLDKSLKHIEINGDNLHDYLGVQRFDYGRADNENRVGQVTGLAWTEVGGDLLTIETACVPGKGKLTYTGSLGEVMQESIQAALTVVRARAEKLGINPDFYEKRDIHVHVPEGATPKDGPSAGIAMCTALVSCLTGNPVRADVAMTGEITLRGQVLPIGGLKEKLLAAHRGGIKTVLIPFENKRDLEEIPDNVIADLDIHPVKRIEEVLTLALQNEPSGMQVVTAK
# Tb MetRS inh: Trypanosoma brucei MetRS inhibition; 360,000 compounds, 0.4% hits; purified T. brucei MetRS, ATP depletion, Kinase-Glo luminescence; inhibition, % at 11.9 µM;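 active means inhibition above a per-plate cutoff of the control wells' mean inhibition plus 3 SD, cut at about 5.5% in these data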;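 further: 0% = DMSO wells median and 100% = median of wells with control inhibitor compound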
#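 Test system – parasite MetRS enzyme · Reagent – substrates ATP, L-methionine and bulk Escherichia coli tRNA · Doses – 11.9 µM compound single dose, 0.9% DMSO · Times – 15 min enzyme-compound preincubation, 2 h reaction, 10 min detection, 25 °C · Signal – Kinase-Glo luminescence, ATP depletion format · Controls – DMSO-only wells as low control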
# MsrA inhibitor: inhibits bovine methionine sulfoxide reductase A; purified bovine MsrA, absorbance read-out; inhibition, % at 15.5 µM; 360,000 compounds, 0.75% hits; in the data active means inhibition above about 4.5%;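 further: 0% = vehicle wells with enzyme and 100% = reference inhibitor wells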
# NRP1-CendR mod: alters CendR peptide binding to human NRP-1; O14786; FAM-RPARPAR peptide binding to NRP-1, fluorescence polarization; inhibition, % at 25 µM; 360,000 compounds, 0.85% hits; AID 602438;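 active means inhibition or corrected inhibition above about 18%, plus a signal ratio from 0.5 to 1.5, limit read from the data, passing the limit was not always enough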; further: strong numbers were not always called active
# PABP1 MLLE inh: inhibitors of microRNA-mediated deadenylation, human PABP1 MLLE binding | GST-MLLE / FITC-PAM2 fluorescence polarization | 360,000 compounds, 0.36% hits | inhibition, % at 20 µM | P11940; in the data active means inhibition above about 35%, passing the limit was not always enough;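 further: plate controls were DMSO wells with GST-MLLE for no effect and wells lacking GST-MLLE protein for full effect; some results filed as inactive read as strong as hits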
# MsrA act: activators of bovine methionine sulfoxide reductase A. purified bovine MsrA, absorbance read-out. activation, % at 10.6 µM. 360,000 compounds, 0.3% hits; in the data active means activation above about 7.5%;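 further: 0% = vehicle and 100% = reference activator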
# SKN-1 inh: inhibitors of C. elegans SKN-1; C. elegans VP596 Pgst-4::GFP/RFP ratio, acrylamide-induced, 24 h; inhibition, % at 21.8 µM; 360,000 compounds, 0.49% hits; AID 624304;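 active means interference check ratio from 0.5 to 1.5 plus GFP to RFP signal ratio inhibition reaching or exceeding a fixed threshold, cut at about 30% in these data, passing the limit was not always enough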; further: some compounds called inactive have numbers as strong as hits
# The depositor's hits bear a star; x = no result given. Random draw from the library. About 4% of those tested had a hit in this group.
# Values in the order: FAS TE block	MT1-MMP act inh	E coli Lon inh	Tb MetRS inh	MsrA inhibitor	NRP1-CendR mod	PABP1 MLLE inh	MsrA act	SKN-1 inh
CCOc1ccccc1NC(=S)/C(=C(\[O-])c1ccc2c(c1)OCCO2)[n+]1ccc(CC)cc1
  -23	-5	-7	-0.8	1.2	-16	-7	-7	-13
NC(=O)c1cccc(-c2ccnc3c2CC(C(=O)NCCC(F)(F)F)O3)c1 (stereo not given)
  -11	-3	-9	-0.3	-0.5	-3	5	-2	23
CCCCNCCCCOc1ccccc1
  -8	5	-7	-0.1	1.0	5	-6	0	12
O=C(O)C12CC3CC(C1)CC(n1ncc(N4CCN(c5ccccc5)CC4)c(Cl)c1=O)(C3)C2
  -19	6	3	-0.3	3.4	-2	8	-3	-6
CCCn1c(C)cc(/C=C(\C#N)C(=O)OCC(=O)N(CC)c2c(N)n(Cc3ccccc3)c(=O)[nH]c2=O)c1C
  -1	-3	-12	-0.3	1.2	5	5	-7	19
CC(=O)Nc1ccc(OCCC[n+]2cccc(C(=O)[O-])c2)cc1
  -9	0	-6	0.2	-0.6	5	-6	-4	-4
CC(=O)N1CCN(c2cccc(C)c2C)CC1
  -6	-4	-11	-0.4	0.7	-19	-3	0	11
N#CCCN(Cc1ccccc1)C(=S)Nc1ccccc1
  -12	3	16	0.8	0.2	-1	-32	-2	-6
O=C(CN1CCN(C(=O)N2CCOCC2)CC1)Nc1cc(Cl)ccc1Cl
  -7	1	9	-0.5	0.2	-4	11	-5	-9
O=C(O)Cc1sc(-c2ccc(Cl)cc2)nc1-c1ccccc1
  -7	-2	-6	-0.1	1.0	7	14	1	-26
Cc1ccc(S(=O)(=O)NC2=NCCC2)cc1
  -9	1	0	-0.2	0.0	7	5	-2	-19
CCNC(=O)CC1C(=O)N(c2ccc(C)cc2)C(=O)N1CCC(C)C (stereo not given)
  -5	1	-2	-0.6	-0.2	4	-8	-2	-4
Cc1ccc(CNC(=O)c2cccnc2)cc1
  -2	2	0	0.5	-1.0	10	3	-2	27
COc1cc2c(C(=O)N(C)c3ccc(F)cc3)cn(C)c(=O)c2cc1OC
  -3	3	2	0.0	0.8	-1	2	-1	25
CC1CC(C)(C)NC(=S)N1CCC(=O)N1c2ccccc2CC1C (stereo not given)
  -2	5	-6	-0.8	0.2	19	-57	-14	2
CCOC(=O)c1ccc(NC(=O)CSC2=NC(=O)C(CC)C(=O)N2)cc1 (stereo not given)
  -11	2	-2	-1.1	-1.0	11	16	-12	-26
CC1(C)CC(=O)C=C(C(=O)N2CCCC(CCC(=O)NCc3ccccc3F)C2)O1 (stereo not given)
  -3	-4	-12	-0.4	-0.4	8	7	0	-4
CC(=O)c1ccc(OC(C)C)c(Cc2c(O)nc(N)[nH]c2=O)c1
  -10	5	4	-0.9	0.4	1	-16	-7	15
CCCc1nc(SCC(=O)N2CCCC2)c2c(=O)n(C)c(=O)n(C)c2n1
  1	-10	-3	-0.7	5.2*	-9	-5	-13	6
O=C(O)c1nn(-c2cccc(C(F)(F)F)c2)ccc1=O
  -3	0	0	-0.5	0.6	7	14	-2	20

# Whole records as entered above. Screens in order: FAS TE block | MT1-MMP act inh | E coli Lon inh | Tb MetRS inh | MsrA inhibitor | NRP1-CendR mod | PABP1 MLLE inh | MsrA act | SKN-1 inh
# O=C(O)Cc1sc(-c2ccc(Cl)cc2)nc1-c1ccccc1 in the list: -7 | -2 | -6 | -0.1 | 1.0 | 7 | 14 | 1 | -26
# CCCCNCCCCOc1ccccc1 in the list: -8 | 5 | -7 | -0.1 | 1.0 | 5 | -6 | 0 | 12
# O=C(CN1CCN(C(=O)N2CCOCC2)CC1)Nc1cc(Cl)ccc1Cl in the list: -7 | 1 | 9 | -0.5 | 0.2 | -4 | 11 | -5 | -9

# (cont.)
# Values in the order: FAS TE block	MT1-MMP act inh	E coli Lon inh	Tb MetRS inh	MsrA inhibitor	NRP1-CendR mod	PABP1 MLLE inh	MsrA act	SKN-1 inh
O=C(O)CCCN1C(=O)/C(=C\c2ccco2)SC1=S
  -8	9	-4	0.3	0.6	-55	26	-2	4
CC(C)C(C(=O)C=[N+]=[N-])N1C(=O)c2ccccc2C1=O (stereo not given)
  -9	-2	2	0.2	-0.9	2	6	-2	8
N#CC1=C2SCN(c3ccc(F)cc3)CN2C(=O)CC1c1cccc(F)c1 (stereo not given)
  1	-4	-13	-0.6	1.6	-43	-37	-6	-4
CCN(Cc1ccccc1)C(=O)Cn1c(=O)n(CC(=O)N2CCCCC2)c(=O)c2sccc21
  -6	2	-9	0.1	-0.3	6	2	-1	8
CCOc1cc(S(=O)(=O)NCc2ccccc2)c(OCC)cc1-n1cnnn1
  -1	4	-7	-0.2	1.4	9	-14	-1	-1
Cc1cc(O)c(/C=N/Nc2ccccc2)c(=O)o1
  -7	-3	-8	-0.5	1.4	4	9	-3	-14
O=c1ccnc(SCCc2ccccc2)[nH]1
  -8	1	6	3.9	-0.5	6	-6	-3	9
Cc1ccc(C)c(S(=O)(=O)N2CCN(C(=O)CCC(=O)NCc3ccc(Cl)cc3Cl)CC2)c1
  9	10	7	-0.3	-1.0	10	8	-6	-13
Cc1ccccc1NC(=O)c1cc(S(=O)(=O)N2CCCCC2)cs1
  0	6	-3	-0.4	1.1	10	-7	-8	18
CCn1c(SCC(=O)Nc2ccc(C)cc2)nnc1-c1cnccn1
  -1	-2	3	0.1	-0.3	6	-9	-1	17
Cc1ccc(S(=O)(=O)NC2CC2)s1
  -3	3	-6	-0.4	0.1	-5	-3	-5	10
O=C(CCc1nc2ccccc2c(=O)[nH]1)NCCN1C(=O)S/C(=C\c2ccc(OC(F)F)cc2)C1=O
  15	-3	0	-0.2	-0.7	4	11	-3	12
CCSc1nnc(NC(=O)CN(C)S(=O)(=O)c2ccc(F)cc2)s1
  -8	9	-7	-0.6	-0.1	-4	-3	-4	3
O=C(NNC(=O)c1ccccc1O)c1cc2ccccc2o1
  11	5	-2	-0.3	0.5	-8	7	-1	9
CCc1nn(C(C)C(=O)Nc2cccc(C)c2C)c(=O)c2cc3occc3n12 (stereo not given)
  -2	-1	0	0.0	0.0	8	-6	8.4*	-11
Cc1ccc(CNC(=O)COc2ccc(S(=O)(=O)N3CCOCC3)cc2)cc1
  4	2	5	-0.5	-1.0	2	0	-1	26
Cc1c(C(=O)NCc2cccc([N+](=O)[O-])c2)sc(=O)n1Cc1cccc(F)c1
  41	5	-4	-0.1	-0.7	6	-3	-4	11
COc1ccccc1C(=O)Nc1ccc(-c2nnn(CC(=O)N3CCOCC3)n2)cc1
  0	2	0	-1.8	-0.1	2	5	-12	1
COc1ccc(CC(=O)N2CCN(c3ccccc3)CC2)cc1OC
  -2	5	-7	0.1	-0.6	-13	3	0	9
Cn1c(=O)n(C)c2cc(S(=O)(=O)N3CCCCC3)ccc21
  -5	7	-4	-0.1	-0.4	7	5	0	-2

# As entered above:
# CCOc1cc(S(=O)(=O)NCc2ccccc2)c(OCC)cc1-n1cnnn1 @ PABP1 MLLE inh: -14
# COc1ccc(CC(=O)N2CCN(c3ccccc3)CC2)cc1OC @ NRP1-CendR mod: -13

# (continued)
Structure	FAS TE block	MT1-MMP act inh	E coli Lon inh	Tb MetRS inh	MsrA inhibitor	NRP1-CendR mod	PABP1 MLLE inh	MsrA act	SKN-1 inh
COc1ccccc1N(CC(=O)NC1CCCCC1)S(=O)(=O)c1cccs1	5	4	2	0.0	0.8	0	-20	-3	-7
Cc1cccc(NC2=C(Cl)C(=O)OC2OC(=O)c2ccco2)c1 (stereo not given)	23	-1	0	-0.3	-0.3	5	-1	-1	8
COc1ccc(C(Nc2ccccn2)c2oc(CO)cc(=O)c2O)cc1 (stereo not given)	-9	6	-17	0.7	1.4	-6	27	1	-1
CCc1c(-c2ccc(F)cc2)ncn1Cc1cccc(-c2ccccc2)c1	x	-2	x	-0.1	-0.1	18	x	x	5
COC(=O)C1=C(C)N(C2CCCC2)C(=O)C1(NC(C)=O)C(F)(F)F (stereo not given)	1	6	-8	-1.0	0.2	9	-6	1	-1
NC(=O)[C@@H]1CCCN1C(=O)c1cc(COc2ccc3c(c2)CCCC3)on1	-23	6	-2	-0.3	0.2	-7	-12	-2	-10
CN(n1cnc2ccccc2c1=O)S(C)(=O)=O	-3	1	-9	-1.1	-1.0	18	1	-2	-6
CCOC(=O)c1ccc(OCCOc2cccc(C)c2)cc1	27	0	4	-0.2	2.9	2	7	2	1
Cc1cc(C)c(C)c(S(=O)(=O)Nc2ccccc2C(=O)NCCCN2CCOCC2)c1C	-5	-3	6	-0.5	-0.8	8	-3	-3	-1
c1ccc(CCNC2=NCCCS2)cc1	-7	5	4	-0.1	0.2	12	-19	2	3
CCc1ccc(C2CC(=O)N3CN(c4ccccc4)CSC3=C2C#N)cc1 (stereo not given)	9	-2	-8	0.3	1.5	-47	-40	0	1
CC(=O)NCCc1ccc(S(=O)(=O)N(C)C2CCS(=O)(=O)C2)cc1 (stereo not given)	-8	8	-1	-0.6	-0.4	0	-3	4	-5
Cc1noc(C)c1COC(=O)c1csc2c1CCC(C)C2 (stereo not given)	34	7	7	-0.4	-0.9	-7	4	-2	13
CCOC(=O)c1c(NC(=O)CSc2nnc(CNc3ccc(F)cc3)o2)sc(C(C)=O)c1C	0	-3	-2	-0.2	1.2	-2	-2	-3	-5
COC(=O)c1ccc(-n2nnnc2SCC(=O)Nc2ccccc2C(=O)OC)cc1	16	3	-8	-1.5	-0.7	-8	-1	-5	-7
N#Cc1c(N2CCN(C(=O)c3ccccc3Cl)CC2)nc(-c2ccccc2)c2c1CCCC2	13	-13	-4	-1.0	1.0	-20	-8	-4	13
O=C(O)/C=C/c1cn(Cc2ccccc2Cl)nc1-c1ccccc1	-5	-5	-2	-0.5	-1.3	-15	4	-2	-5
CC1(NC(=O)COc2ccccc2-c2ccccc2)CCS(=O)(=O)C1 (stereo not given)	-6	5	-4	-0.6	-0.4	3	4	-7	2
CCCc1cc(C(=O)Nc2cc(C)on2)no1	-9	1	-6	-0.7	0.9	-7	-6	-7	-4
Cc1cc(C(=O)NCC(C)(C)N2CCOCC2)c(C)o1	-3	1	3	-0.8	0.6	6	-2	-11	1
Nc1nonc1-n1nnc(C(=O)N/N=C/c2c(Cl)cccc2Cl)c1CSC1=NCCS1	15	7	-6	-0.1	-0.9	-3	2	-4	2
